# CIT2 TOR yeast: modulators of TOR pathway CIT2-GFP in S. cerevisiae; 0.065% of 320,000 active; S. cerevisiae CIT2-GFP strain, flow cytometry, 3 h; 100 means same as DMSO wells; GFP response vs DMSO, % at 10 µM;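 active = GFP response relative to DMSO above a set limit, near the screen mean plus 3 SD, cut at about 150% in these data; inconclusive = Fewer than 70 cells measured for a yeast strain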;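 note: ratio of well median GFP fluorescence to mean of DMSO wells on the plate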
# AHR act: activators of human aryl hydrocarbon receptor; P35869; AHR-responsive luciferase reporter cells, luminescence; activation, % at 5 µM; 2.5% of 320,000 active; in the data active = activation above about 47%;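 note: 0% = vehicle wells and 100% = reference agonist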
# MEP2 TOR yeast: yeast TOR pathway MEP2-GFP modulation. S. cerevisiae MEP2-GFP strain, flow cytometry GFP, 3 h; 100% = DMSO control level. GFP response vs DMSO, % at 10 µM. 0.51% of 330,000 active;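 active = GFP response versus DMSO above a set limit, roughly screen mean plus 3 SD, cut at about 180% in these data; inconclusive = fewer than 70 cells counted for a yeast strain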;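 note: median GFP fluorescence of the barcode-gated MEP2-GFP cells per well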
# procasp7 counter: counter-screen: procaspase-7 (human) activation. P55210. recombinant procaspase-7, Ac-DEVD-pNA absorbance 405 nm; D23A/D198A/D206A triple mutant, cannot self-cleave; scale: DMSO 0, 5 µM enzyme 100. activation, % at 8.5 µM. 0.093% of 330,000 active. AID 463210;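 active = percent activation above the screen-wide mean plus 3 SD, cut at about 25% in these data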
# Target sequence (P55210 whole entry D23A/D198A/D206A): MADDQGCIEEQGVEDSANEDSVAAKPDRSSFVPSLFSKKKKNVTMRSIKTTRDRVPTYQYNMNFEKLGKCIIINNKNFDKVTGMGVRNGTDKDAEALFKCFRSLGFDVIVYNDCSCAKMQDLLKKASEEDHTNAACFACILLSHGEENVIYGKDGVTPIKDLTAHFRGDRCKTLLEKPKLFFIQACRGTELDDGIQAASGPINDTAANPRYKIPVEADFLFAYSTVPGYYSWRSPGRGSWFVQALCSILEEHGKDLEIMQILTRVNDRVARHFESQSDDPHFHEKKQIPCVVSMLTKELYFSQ
#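 Material: Procaspase-7 triple mutant (PC-7 D3A) | Quantity: 2 µM procaspase-7 mutant as dispensed | Reagent: DEVD-pNA substrate | Times: 1 h preincubation, 2 h reaction | Technique: 405 nm absorbance of p-nitroaniline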
# AGP1-GFP MLPCN: alters AGP1-GFP fluorescence in TOR pathway yeast screen; S. cerevisiae AGP1-GFP multiplex flow cytometry, 3 h; GFP as percent of DMSO wells; GFP response vs DMSO, % at 10 µM; 0.02% of 320,000 active; AID 2066;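 active = GFP response relative to DMSO above a set limit, near screen average plus 3 SD, cut at about 150% in these data; inconclusive = fewer than 70 cells counted for the yeast strain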;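 note: median GFP channel fluorescence of the gated AGP1 strain per well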
# procasp3 activ: procaspase-3 (human) activation; 0.11% of 330,000 active; AID 463141; activation, % at 8.5 µM; recombinant procaspase-3 D3A, Ac-DEVD-pNA absorbance 405 nm; P42574;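 active = activation above the mean of all tested compounds plus 3 SD, cut at about 21% in these data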;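 note: 0% = DMSO alone and 100% = DMSO wells spiked with extra 5 µM PC-3 D3A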
# Target sequence (P42574 whole entry D9A/D28A/D175A): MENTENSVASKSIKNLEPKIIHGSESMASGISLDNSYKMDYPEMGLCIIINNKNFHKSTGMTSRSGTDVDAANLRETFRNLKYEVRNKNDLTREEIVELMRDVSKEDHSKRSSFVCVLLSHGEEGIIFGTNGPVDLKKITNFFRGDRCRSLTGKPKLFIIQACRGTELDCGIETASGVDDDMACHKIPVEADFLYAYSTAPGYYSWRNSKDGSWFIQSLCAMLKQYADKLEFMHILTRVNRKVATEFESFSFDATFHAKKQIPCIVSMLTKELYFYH
#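 Evaluation: percent activation relative to control range; Material: Procaspase-3 D3A mutant, all three cleavage aspartates alanine; Compound: single dose, 8.5 µM nominal compound, 0.8% DMSO; Replication: one well per compound; Signal: absorbance at 405 nm, 0 and 120 min; Schedule: 1 h preincubation plus 2 h reaction at 25 °C.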
# LAP4-GFP MLPCN: modulators of TOR pathway LAP4-GFP in S. cerevisiae. S. cerevisiae LAP4-GFP multiplex, flow cytometry GFP, 3 h; median GFP as percent of DMSO wells. GFP response vs DMSO, % at 10 µM. 0.34% of 320,000 active. AID 2023;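 active = GFP response vs DMSO above a set limit, about the screen mean plus 3 SD, cut at about 150% in these data; inconclusive = under 70 cell events counted for the yeast strain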
# RPL19A TOR yeast: yeast TOR pathway RPL19A-GFP modulation | AID 2025 | S. cerevisiae RPL19A-GFP strain, flow cytometry, 3 h; stronger effect = lower value | percent response vs DMSO, % at 10 µM | 0.3% of 330,000 active;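 active = percent response vs DMSO below 50%; inconclusive = fewer than 70 events counted for the yeast strain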;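 note: median channel GFP fluorescence of the barcoded RPL19A-GFP strain; ratio of sample median GFP to plate DMSO average so 100% = DMSO; lower means less RPL19A-GFP as with rapamycin TOR inhibition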
# The depositor's hits bear a star; ? = inconclusive; / = not tested or not shown; [ ] = dose if it differs, or a comment. Compounds were not picked by outcome; 3.5% or so of the library scored in one or more.
1: CCOc1cc(C(=O)N2CCOCC2)ccc1OCc1ccccc1
2: c1ccc2c(c1)CCN(c1nc3ccccc3n3cnnc13)C2
3: N#Cc1c(SCC(=O)Nc2ccccc2C(F)(F)F)sc2c(O)cc(=O)[nH]c12
4: COc1c2ccoc2c(OCC=C(C)C)c2oc(=O)ccc12
5: O=C(CCCn1c(=O)oc2ccccc21)NNC(=O)COc1ccc(F)cc1
6: Clc1ccc(C2=Nn3c(nnc3-c3n[nH]c4c3CCC4)SC2)cc1
7: CC(NC(=O)/C(C#N)=C/c1ccc(N2CCOCC2)cc1)c1ccccc1 (stereo unspecified)
8: Cc1ccc(S(=O)(=O)NCc2ccccc2)cc1C(=O)NCCc1ccc(S(N)(=O)=O)cc1

Assay by compound	1	2	3	4	5	6	7	8
CIT2 TOR yeast	?	90	112	98	85	108	82	108
AHR act	5	86*	4	9	3	49*	47*	0
MEP2 TOR yeast	?	91	99	88	94	113	104	108
procasp7 counter	1	8	-20	0	1	8	-21	4
AGP1-GFP MLPCN	/	89	102	82	89	104	96	112
procasp3 activ	1	0	-17	1	6	5	-15	4
LAP4-GFP MLPCN	?	104	95	144	91	114	96	109
RPL19A TOR yeast	90[may fluoresce violet]	96	105	98	97	97	96	107

# The list goes on, overlapping the part above by four compounds.
5: O=C(CCCn1c(=O)oc2ccccc21)NNC(=O)COc1ccc(F)cc1
6: Clc1ccc(C2=Nn3c(nnc3-c3n[nH]c4c3CCC4)SC2)cc1
7: CC(NC(=O)/C(C#N)=C/c1ccc(N2CCOCC2)cc1)c1ccccc1 (stereo unspecified)
8: Cc1ccc(S(=O)(=O)NCc2ccccc2)cc1C(=O)NCCc1ccc(S(N)(=O)=O)cc1
9: CCC(CC)Nc1ccc(C(CC(N)=O)NC(=O)c2ccccc2)cc1[N+](=O)[O-] (stereo unspecified)
10: COc1ccc(/C=N/c2sc3c(c2C#N)CCN(Cc2ccccc2)C3)c(O)c1
11: Cc1cc(N2CCC(C)CC2)nc(-n2nc(C)cc2C)n1
12: CC(=O)N1CCc2c(sc(NC(=O)CN3C(=O)c4ccccc4C3=O)c2C(N)=O)C1
13: O=C(N1CCCCC1)C1(S(=O)(=O)c2ccccc2)CC=CC1
14: Cc1ccsc1-c1ccnc(-n2cccc2)n1
15: CCCCN(C(=O)COc1ccc(NC(C)=O)cc1)C1CCS(=O)(=O)C1 (stereo unspecified)
16: CC(=O)N1CC2([N+](=O)[O-])CN(C(C)=O)CC([N+](=O)[O-])(C1)C2(C)C

Assay by compound	5	6	7	8	9	10	11	12	13	14	15	16
CIT2 TOR yeast	85	108	82	108	79	91	96	94	72	103	105	96
AHR act	3	49*	47*	0	17	10	-6	-2	4	67*	-2	-3
MEP2 TOR yeast	94	113	104	108	94	103	101	94	94	116	93	97
procasp7 counter	1	8	-21	4	-10	-3	9	0	1	3	12	11
AGP1-GFP MLPCN	89	104	96	112	86	89	92	97	82	107	100	97
procasp3 activ	6	5	-15	4	-21	1	-1	-2	5	-3	-2	6
LAP4-GFP MLPCN	91	114	96	109	107	89	91	104	127	103	97	105
RPL19A TOR yeast	97	97	96	107	108	97	/	96	96	98	96	94

17: COc1ccccc1CC(=O)Nc1cc2oc3ccccc3c2cc1OC
18: COc1cccc(CC(NC(C)=O)C(=O)NC2CCN(c3c4c(nc5ncnn35)CCC4)CC2)c1OC (stereo unspecified)
19: COc1ccc(N(C(=O)c2ccncc2)S(=O)(=O)c2ccc(OC)c(OC)c2)cc1
20: Cc1nn(-c2ccccc2)c(Cl)c1/C=C/C(=O)c1ccc(O)cc1
21: CN1CCN(C(=O)CCC(=O)O)CC1
22: CCOC(=O)CCCCCC(=O)Nc1ccc2c(c1)CC(=O)N([C@@H](C)CO)C[C@H](C)[C@@H](CN(C)C(=O)Nc1ccc3c(c1)OCO3)O2
23: CC(C)CN1C(=O)C(=O)N(CC(=O)N(C)CC(=O)Nc2ccc(F)cc2)C1=O
24: Cc1ccc(C(O)c2ccncc2)cc1 (stereo unspecified)

Assay by compound	17	18	19	20	21	22	23	24
CIT2 TOR yeast	101	90	102	97	91	119	91	108
AHR act	9	-3	1	-5	0	/	-1	1
MEP2 TOR yeast	91	102	103	112	95	109	98	106
procasp7 counter	7	7	1	-9	-2	/	3	-3
AGP1-GFP MLPCN	103	112	102	97	99	102	89	100
procasp3 activ	12	10	13	-22	8	/	4	-4
LAP4-GFP MLPCN	93	91	105	112	86	107	87	101
RPL19A TOR yeast	96	100	101	107	94	100	90	98

25: O=C(COC(=O)c1c(Cl)ccc(Cl)c1Cl)NC(=O)NCc1ccccc1
26: OC(COc1ccccc1)CN1CCCC1 (stereo unspecified)
27: S=c1[nH]nc(C2CCCCC2)n1/N=C/C=C/c1ccccc1
28: CCSc1nc(N)c2c3c(sc2n1)CN(C)CC3
29: CCCC(=O)Nc1nnc(CCN2CCCCC2)s1
30: CC(OC(=O)c1cccc(-n2cnnn2)c1)c1nc2ccccc2c(=O)[nH]1 (stereo unspecified)
31: O=C(Nc1cc(Cl)ccc1O)C1CC(c2c(F)cccc2Cl)=NO1 (stereo unspecified)
32: C=CC[N+]1(CC(=O)NCc2ccc(NC(C)=O)cc2)CCOCC1

Assay by compound	25	26	27	28	29	30	31	32
CIT2 TOR yeast	105	81	88	107	100	92	104	98
AHR act	-6	-1	-3	16	0	-1	-2	-1
MEP2 TOR yeast	112	91	103	108	104	91	114	105
procasp7 counter	4	14	2	-3	2	4	-3	5
AGP1-GFP MLPCN	104	93	101	106	102	96	93	102
procasp3 activ	-3	-1	-8	5	13	4	4	-5
LAP4-GFP MLPCN	103	80	115	108	110	96	85	93
RPL19A TOR yeast	106	87	102	110	101	99	106	99

33: CCCCN1C(=O)c2ccc(C(=O)Nc3ccc(S(=O)(=O)N(C)C)cc3)cc2C1=O
34: COc1ccc(NS(=O)(=O)c2cccc(C(=O)N3CCCC(C)C3)c2)cc1 (stereo unspecified)
35: Cc1oc2nc(SCC(=O)N3CCCCC3)nc(N)c2c1C
36: CCOCc1nnc(NS(C)(=O)=O)s1
37: O=C(c1ccc(Cl)cc1)N1C2C=CC(C2)C1(C(F)(F)F)C(F)(F)F (stereo unspecified)
38: CC(C)(C)c1cc(NCCCn2ccnc2)n2ncc(-c3ccccc3)c2n1
39: CN1CCN(C(=O)C2=C[C@H](c3ccc(C(F)(F)F)cc3)C[C@H](OCCCCO)O2)CC1
40: COCCn1c(SCC(=O)Nc2ccc(Cl)cn2)nnc1-c1ccncc1

Assay by compound	33	34	35	36	37	38	39	40
CIT2 TOR yeast	90	83	105	107	92	86	92	99
AHR act	2	0	15	-1	-2	15	11	3
MEP2 TOR yeast	88	96	102	112	95	96	101	101
procasp7 counter	-3	4	3	8	7	-4	-3	2
AGP1-GFP MLPCN	91	90	103	101	92	97	98	101
procasp3 activ	1	6	10	-4	2	-7	-4	-12
LAP4-GFP MLPCN	94	93	96	100	94	109	98	96
RPL19A TOR yeast	99	86	102	103	97	94	99	102

41: Cn1c(Cn2c(=O)sc3ccccc32)nnc1SCc1cccnc1
42: COc1ccc2c(COC(=O)CCS(=O)(=O)c3ccccc3)cc(=O)oc2c1
43: COC(=O)c1ccc(CSc2nnc(CNC(=O)c3cccs3)o2)o1
44: Cc1nc2cc(NC(=O)CSc3nc4c(C)cccc4cc3C#N)ccc2s1
45: Cc1c(Cl)cccc1NC(=O)NCc1ccccn1
46: C#CCOCCOCCOCCNc1nc(N2CCN(C(=O)[C@H](CO)n3cc([C@@H](N)C(C)C)nn3)CC2)nc(N2CCN(C(=O)[C@H](CCC(=O)O)n3cc([C@@H](N)[C@H](C)CC)nn3)CC2)n1
47: CC1CCCN(C2(O)C(=O)Nc3ccc([N+](=O)[O-])cc32)C1 (stereo unspecified)
48: CCOC(=O)c1nc(Nc2ccc(C(=O)OC)cc2)c2ccccc2n1

Assay by compound	41	42	43	44	45	46	47	48
CIT2 TOR yeast	107	101	/	103	95	100	97	88
AHR act	-1	2	-2	2	3	0	0	2
MEP2 TOR yeast	98	100	99	112	90	103	101	98
procasp7 counter	0	10	1	11	4	-1	5	-9
AGP1-GFP MLPCN	101	111	99	108	97	104	94	91
procasp3 activ	8	1	7	-4	-1	6	11	0
LAP4-GFP MLPCN	103	105	86	97	90	98	96	93
RPL19A TOR yeast	100	102	96	98	100	100	102	100

49: COc1ccc(NC(=O)CN(C)S(=O)(=O)c2ccc3c(c2)CC(C)N3C(C)=O)c(OC)c1 (stereo unspecified)
50: CC(=O)N/C(N)=N/c1nc(=O)c2ccccc2s1
51: C=CCNC(=O)c1ccccc1NS(=O)(=O)c1ccc(SC)cc1
52: CC(C)(C)OC(=O)C[C@H]1C/C=C\C[C@H](CC(=O)N[C@H](CO)Cc2ccccc2)C(=O)N[C@H](Cc2ccccc2)COC1=O
53: CCc1ccc2[nH]c(=O)c(CN(CCN(CC)CC)C(=O)Nc3ccccc3OC)cc2c1
54: CNC(=O)COC(=O)c1ccc(Cl)c(S(=O)(=O)N2CCCC2)c1
55: CCOC(=O)N1CCN(C(=O)CSc2ccc3nnc(CCNC(=O)c4ccccc4)n3n2)CC1
56: C=CCCN(Cc1ccccc1)S(=O)(=O)c1cc(Br)ccc1Br

Assay by compound	49	50	51	52	53	54	55	56
CIT2 TOR yeast	90	101	98	93	94	/	108	110
AHR act	0	12	-1	-1	4	-2	-1	1
MEP2 TOR yeast	96	91	109	94	92	93	107	88
procasp7 counter	6	-1	-2	-1	-4	-7	-1	8
AGP1-GFP MLPCN	101	97	109	93	86	97	110	99
procasp3 activ	-1	12	8	4	-1	2	-4	6
LAP4-GFP MLPCN	103	103	95	88	88	94	106	104
RPL19A TOR yeast	95	99	100	92	86	98	107	98

57: CCOC(=O)C1(Cc2ccc(Cl)cc2)CCN(Cc2cnc(N)nc2)CC1
58: S=C(Nc1ccc(Cl)cc1)c1nc2ccccc2[nH]1
59: CCN(CC)CCNC(=O)c1cc(Nc2ccc(OC)c(OC)c2)nc2ccccc12
60: C/C(=C\C=C\c1ccccc1)C(=O)c1c(C)cc(C)[nH]c1=O
61: Cc1ccc(C)c(NC(=O)c2cnn3ccccc23)c1
62: O=C1CC(C(=O)Nc2ccc(Cl)cc2[N+](=O)[O-])C2(CCCCC2)O1 (stereo unspecified)

Assay by compound	57	58	59	60	61	62
CIT2 TOR yeast	105	97	95	97	80	96
AHR act	1	37	4	4	17	0
MEP2 TOR yeast	100	102	84	104	99	104
procasp7 counter	2	3	11	3	3	4
AGP1-GFP MLPCN	102	87	84	91	92	96
procasp3 activ	14	7	3	-1	-4	6
LAP4-GFP MLPCN	97	132	80	99	116	88
RPL19A TOR yeast	105	95	96	98	95	97

# Pulled one by one from the list above:
60: C/C(=C\C=C\c1ccccc1)C(=O)c1c(C)cc(C)[nH]c1=O
59: CCN(CC)CCNC(=O)c1cc(Nc2ccc(OC)c(OC)c2)nc2ccccc12
58: S=C(Nc1ccc(Cl)cc1)c1nc2ccccc2[nH]1

Assay by compound	60	59	58
CIT2 TOR yeast	97	95	97
AHR act	4	4	37
MEP2 TOR yeast	104	84	102
procasp7 counter	3	11	3
AGP1-GFP MLPCN	91	84	87
procasp3 activ	-1	3	7
LAP4-GFP MLPCN	99	80	132
RPL19A TOR yeast	98	96	95
